MOR-DOR inv ag = inverse agonist of human OPRM1-OPRD1 heterodimerization; cell-based MOR-DOR heterodimer luminescence, inverse agonism; inhibition, % at 9.3 µM; 340,000 compounds, 0.21% hits; AID 504357; in the data active means inhibition above about 22%, passing the limit was not always enough;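 further: 0% = cells with DMSO and 100% = wells without cells with DMSO; values of inactives mirror those of a sister screen read the other way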
Target sequence (P35372 whole entry, looked up): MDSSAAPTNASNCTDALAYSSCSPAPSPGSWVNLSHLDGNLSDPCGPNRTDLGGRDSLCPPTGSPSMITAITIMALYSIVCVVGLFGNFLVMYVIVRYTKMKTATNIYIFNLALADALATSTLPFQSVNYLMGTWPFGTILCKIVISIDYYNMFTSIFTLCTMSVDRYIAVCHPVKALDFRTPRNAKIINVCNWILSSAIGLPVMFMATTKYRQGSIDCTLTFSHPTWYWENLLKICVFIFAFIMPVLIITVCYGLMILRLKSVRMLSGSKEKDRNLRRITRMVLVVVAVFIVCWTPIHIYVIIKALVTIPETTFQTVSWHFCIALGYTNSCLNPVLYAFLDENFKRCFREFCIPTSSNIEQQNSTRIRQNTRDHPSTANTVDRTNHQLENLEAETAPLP
Target sequence (P41143 whole entry, looked up): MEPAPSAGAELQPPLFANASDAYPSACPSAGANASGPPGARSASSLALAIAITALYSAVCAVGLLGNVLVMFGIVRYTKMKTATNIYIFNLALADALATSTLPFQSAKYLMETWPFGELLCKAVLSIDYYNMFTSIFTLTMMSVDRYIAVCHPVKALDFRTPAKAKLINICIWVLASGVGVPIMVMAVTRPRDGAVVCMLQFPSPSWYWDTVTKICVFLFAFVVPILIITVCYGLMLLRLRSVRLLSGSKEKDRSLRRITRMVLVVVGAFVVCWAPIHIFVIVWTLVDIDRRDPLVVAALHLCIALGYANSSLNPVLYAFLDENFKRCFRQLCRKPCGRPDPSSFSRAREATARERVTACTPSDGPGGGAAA
AddAB inh = less growth of phage-infected E. coli with AddAB; E. coli expressing H. pylori AddAB, absorbance growth; inhibition, % at 11.9 µM; 330,000 compounds, 0.29% hits; AID 435030; in the data active means inhibition above about 12%;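 further: 0% = vehicle wells of infected cells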
SUMO Mot1 rescue = SUMOylation pathway inhibition by Mot1-301 growth rescue | growth rescue, % at 18.8 µM | 320,000 compounds, 1% hits | AID 2716 | S. cerevisiae Mot1-301 growth rescue, ATP luminescence, 38.5C; percent above DMSO median, 100 means doubled;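 active means every valid replicate shows activation above 250% relative to neutral control wells; inactive means the rest, any valid replicate at or below 250%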;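 further: OY570 slx delta 5 strain wells were the positive control but not used for scaling; some compounds called inactive have numbers as strong as hits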
OPRM1-OPRD1 ag = agonists of human mu-delta opioid receptor heterodimerization | P35372+P41143 | 340,000 compounds, 0.3% hits | activation, % at 9.3 µM | cells, OPRM1-OPRD1 heterodimerization, luminescence; in the data active means activation above about 18%;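 further: 0% = vehicle-treated cells and 100% = reference agonist; values of inactives mirror those of a sister screen read the other way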
Tat export inh = blocks Tat-dependent protein export in E. coli | E. coli MC4100 TorA-mCherry Tat export, fluorescence | inhibition, % at 10 µM | 340,000 compounds, 0.036% hits | AID 488895;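 active means mean replicate inhibition at least 50% and at least half of replicates individually reaching 50%; inconclusive means only one of the two criteria met; inactive means neither criterion met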;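 further: exported cargo escapes ClpAP degradation while cytoplasmic cargo is degraded and loses fluorescence; 0% = median of neutral control wells and 100% = median of NaSCN control wells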
E coli growth = reduces bacterial viability in AddAB counter-screen; E. coli V3065 growth, OD600 absorbance, 18 h; 330,000 compounds, 0.27% hits; inhibition, % at 11.9 µM;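 active means inhibition above the campaign's mean inhibition across all tested compounds plus 3 SD, cut at about 9.9% in these data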;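 further: uninfected addAB+ strain grown without phage in ampicillin broth; 0% = DMSO wells and 100% = ciprofloxacin 0.95 µg/ml wells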
PKA-R1A activ = PKA-R1A complex activation; 340,000 compounds, 0.083% hits; AID 504707; activation, % at 11.4 µM; PKA-R1A dissociation, Cy5-IP20 fluorescence polarization; scaled: DMSO 0%, 113 µM cGMP 100%; P00514+P68181;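 active means percent activation above the mean of all tested compounds plus 3 SD, cut at about 19% in these data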;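 further: higher means more PKAc released from R1A so a rise in polarization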
phage Ecoli inh = E. coli growth loss with phage present; growth absorbance; inhibition, % at 11.9 µM; 360,000 compounds, 0.26% hits; AID 651602; in the data active means inhibition above about 11%
PfHsp90 set2 = reduces growth (ATP signal) of yeast expressing P. falciparum Hsp90 | S. cerevisiae expressing PfHsp90, BacTiter-Glo ATP, 48 h; yeast lacking PDR1 and PDR3 efflux regulators | inhibition, % at 9.4 µM | 310,000 compounds, 0.32% hits;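 active means every replicate shows inhibition above about 80%, whatever the replicate mean, limit read from the data; inconclusive means mean inhibition reaches the set limit but some replicate falls short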;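 further: 0% = DMSO neutral controls and 100% = 20 µM radicicol positive controls; yeast relying on Plasmodium falciparum Hsp90 in place of its own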
Arrestin-AP2 inh = inhibitors of human beta-arrestin and AP2 interaction; FITC-arrestin peptide / GST-AP2 beads, flow cytometry; AP2 beta2 appendage carries R879A mutation; inhibition, % at 10 µM; 340,000 compounds, 0.31% hits; AID 504490;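 active means inhibition above a set limit, near 3 SD of compounds lacking own fluorescence, cut at about 54% in these data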;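 further: plate controls were DMSO wells for no effect and 5 µM unlabelled arrestin peptide for full effect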
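System: GST-AP2 R879A glutathione beads. Medium: PBS with 0.05% Tween 20 and 0.1% BSA. Also added: FITC-arrestin peptide, 50 nM. Incubation: 12 min plus 1 h, RT. Measured by: high-throughput flow cytometry of beads, ex 488, em 535 nm. Evaluation: percent drop in bead-associated FITC signal.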
Pemphigus Ab inh = blocks pemphigus antibody binding to human desmoglein-3 | binding (percent of control), % at 10 µM | P32926 | 310,000 compounds, 0.48% hits | DSG3-coupled beads, scFv-anti-DSG3-GFP binding, flow cytometry; stronger effect = lower value;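 active means binding more than 3 SD below its plate's average and above zero; inconclusive means below that plate limit but binding exactly zero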; further: some compounds called inactive have numbers as strong as hits
An asterisk follows results filed as active; i = inactive; ? = inconclusive; nt = no result given.

Value order: MOR-DOR inv ag	AddAB inh	SUMO Mot1 rescue	OPRM1-OPRD1 ag	Tat export inh	E coli growth	PKA-R1A activ	phage Ecoli inh	PfHsp90 set2	Arrestin-AP2 inh	Pemphigus Ab inh
COc1ccc(OC)c(C(C)NC(=O)C(C)n2cc([N+](=O)[O-])cn2)c1 (centres undefined)
→ -3	0.4	-2	0.8	-13	0.9	-3	0.8	-19	-7	105
O=C(COC(=O)/C=C/c1ccccc1Cl)NC(=O)NC1CCCC1
→ -33	nt	nt	6.3	4	nt	1	3.0	nt	43	97
COc1ccc(/C=N/NC(=O)c2ccncc2)cc1CN1CCN(c2ccc(F)cc2)CC1
→ 0	2.9	4	0.0	-8	-1.4	5	1.1	15	32	105
Cc1cc2c(nn1)CCc1nonc1-2
→ -1	2.4	-4	0.1	-4	1.3	-6	nt	nt	-6	99
Nc1c(C(=O)OCC2CCCO2)c2nc3ccccc3nc2n1C1CCCC1 (centres undefined)
→ 11	0.2	-18	-2.0	0	-1.6	-1	2.9	1	15	nt
COc1ccccc1NC(=O)N(CCN1CCCC1)Cc1cc2cc(C)ccc2[nH]c1=O
→ -2	0.9	28	0.4	-1	0.4	6	0.8	4	10	102
Cc1ccc(C)c(NC(=O)C(C)N2C(=O)c3ccccc3C2=O)c1 (centres undefined)
→ 10	3.9	9	-1.8	-1	-0.5	1	1.0	1	-4	108
O=C(CSc1nnc(-c2ccco2)o1)NC(=O)C1COc2ccccc2O1 (centres undefined)
→ 3	-2.0	nt	-0.5	-8	-0.7	-15	1.7	-5	5	111
CCCn1c(SCC(=O)c2[nH]c(C)c(C(C)=O)c2C)n[nH]c1=O
→ 6	2.1	-34	-1.2	-4	-0.3	-5	2.8	-10	5	97
COc1ccccc1NC(=O)C(Sc1ccccc1)c1ccccc1 (centres undefined)
→ -41	0.3	47	6.1	1	0.1	-12	3.5	-30	2	93
Cc1cc([N+](=O)[O-])ccc1Nc1nc2ccccc2n2cnnc12
→ -9	-0.7	197	1.8	6	-0.1	2	1.9	-27	5	94
O=S(=O)(c1ccccc1)c1ccc(C(F)(F)F)cn1
→ 10	0.7	-11	-1.8	0	0.2	3	3.4	4	-6	101
CN1C(=S)N(c2cccnc2)C(=O)/C1=C\c1ccc(C(C)(C)C)cc1
→ -8	2.5	-20	1.5	6	2.9	-5	3.8	?	-13	106
Cc1ccc(Nc2ccccc2)cc1
→ -16	-2.4	5	2.8	20	-2.6	5	3.2	1	6	95
CCC(Sc1nc2ccccc2c(=O)n1CCN1CCOCC1)C(=O)NCc1cccnc1 (centres undefined)
→ -1	0.7	9	0.1	0	-1.0	10	1.4	nt	-1	109
CC/C(=N\NC(=S)NC(C)C)c1ccc(OC(F)F)cc1
→ 19	-1.9	99	-3.9	-14	-1.4	-15	0.5	-50	45	112
CC1CCN(C(=O)c2[nH]cnc2C(=O)N[C@@H](C)C(=O)OC(C)(C)C)CC1
→ 7	0.1	-10	-1.2	?	-0.2	6	1.2	-20	-5	95
COc1ccc(/C=C2\CCn3c2nc2cc(C(=O)O)ccc2c3=O)cc1OC
→ 6	2.7	-14	-1.2	-20	-0.9	-3	0.8	2	-8	87
CN(C)S(=O)(=O)c1cccc(-c2cn3ccccc3n2)c1
→ 18	1.8	-6	-3.8	-5	1.8	4	2.6	0	-4	101
Cc1ccc(CCNC(=O)c2ccc3nc4ccccc4c(=O)n3c2)cc1
→ 6	1.2	115	-1.3	4	-2.6	2	0.8	-22	6	93
O=C(N/N=C/c1cccc(NC(=O)c2ccc(Cl)cc2)c1)c1ccc(O)cc1
→ -4	2.8	30	0.7	13	3.1	-9	0.8	-4	10	98
CC(C)c1ccc2[nH]c(O)c(N=NC(=O)c3cccc(S(=O)(=O)N4CCCCC4)c3)c2c1
→ 0	3.2	-16	0.1	-2	0.7	-1	2.5	-18	6	105
O=C(Nc1ccccc1Cl)O/N=C(/c1ccccc1)c1ccccn1
→ 13	-3.0	nt	-2.2	-1	-4.4	-5	-1.5	10	-2	109
Cc1cc(/C=C(\C#N)C(=O)Nc2ccccc2)c(C)n1-c1ccc2c(c1)OCO2
→ -15	0.3	-5	2.8	1	-1.5	14	0.9	49	4	105
CN1CCN(C2=NC(=O)/C(=C/c3ccccc3OS(=O)(=O)c3ccccc3)S2)CC1
→ 20	3.3	-4	-3.9	-1	1.1	2	2.4	-6	-2	nt
NS(=O)(=O)c1ccc(CNC(=O)CNC(=O)c2ccc(F)cc2)cc1
→ 16	-0.9	6	-3.6	-4	-0.4	-5	-0.3	-2	1	115
O=C(CC1(O)C(=O)Nc2ccccc21)c1cccnc1 (centres undefined)
→ 52*	2.0	0	-9.1	-4	3.5	-8	3.1	-22	31	103
CNC(=S)NNS(=O)(=O)c1ccc(OC)cc1OC
→ 2	1.0	-14	-0.5	6	-1.4	-7	2.7	12	-3	111
NC(=O)c1ccc(NC(=O)COC(=O)C(Cc2ccccc2)NC(=O)c2ccccc2)cc1 (centres undefined)
→ 9	0.9	506	-1.6	-2	-1.3	-11	2.4	-6	23	102
S=C(Nc1ccc2nsnc2c1)N1CCCC1
→ 5	3.1	-11	-0.9	2	0.6	0	3.7	-22	-20	105
COC(=O)c1ccc(COc2ccc3c4c(c(=O)oc3c2)CCC4)o1
→ 6	0.3	124	-1.0	3	0.0	-6	1.8	nt	-1	nt
COc1ccc(N(CC(=O)NCc2ccccc2C)S(=O)(=O)c2ccc(C)cc2)cc1OC
→ 4	2.5	-12	-0.6	-6	-0.4	-3	1.0	41	1	nt
O=C1NC2(CCCCC2)C(=O)N1c1ccccc1
→ 12	4.9	95	-1.9	0	-1.3	0	3.3	-10	-2	98
O=C(NCCCl)Nc1ccccc1NS(=O)(=O)c1cccs1
→ 22	1.5	9	-4.2	9	0.7	7	2.4	nt	11	89
C=CCn1c(SCc2nc3sc4c(c3c(=O)[nH]2)CCCC4)nc2ccccc2c1=O
→ 17	5.8	-9	-3.2	-1	3.2	-9	2.5	8	0	124
CC(=O)c1cc2c(O)c(O)ccc2o1
→ 9	-2.7	-13	-1.7	-13	-4.3	-9	2.5	-16	-2	108
O=C(CN1CCCCC1)Nc1ccccc1C(=O)NC1CC1
→ 3	nt	nt	-0.4	3	nt	-1	0.2	-4	42	106
COc1cccc(/C=N/NC(=O)CNC(=O)c2ccc(S(=O)(=O)N3CCOCC3)cc2)c1OC
→ 11	5.3	1	-2.0	-7	-3.6	1	2.6	11	-7	101
CCCc1cc(=O)[nH]c(SCC(=O)N2CCc3ccccc32)n1
→ 2	2.7	-6	-0.6	3	0.1	-5	1.4	-3	1	104
O=C(C[n+]1ccc(/C=N/O)cc1)NCc1ccccc1
→ -4	-0.1	3	0.9	-2	0.5	4	3.7	-10	34	111
NS(=O)(=O)c1cccc(-n2cnnn2)c1
→ 7	2.1	381	-1.4	7	1.8	-15	-0.8	-7	-1	82
Cc1cc(C)n(CCc2nc(-c3ccc(F)cc3)cs2)n1
→ -1	-1.8	-8	0.1	-7	-1.2	2	2.9	-2	20	105
COCCNC(=O)c1c[nH]c2ccc(S(=O)(=O)N(C)c3ccc(C)c(C)c3)cc2c1=O
→ 0	-1.4	-24	0.1	2	-1.6	-1	-0.7	16	15	101
Cc1cc(C)c(S(=O)(=O)Nc2ccc[nH]c2=O)c(C)c1
→ 5	1.5	3	-1.2	2	-2.5	10	-0.2	1	3	96
COc1ccc(N2CCN(CCCNC(=O)c3ccc(CS(=O)(=O)c4ccc(OC)cc4)o3)CC2)cc1
→ 2	0.3	160	-0.4	-8	0.2	14	3.0	-7	7	102
CCN1C(=O)C2(C(C#N)=C(N)Oc3n[nH]c(-c4ccccc4)c32)c2ccccc21 (centres undefined)
→ 2	3.0	333	-0.4	-1	2.1	11	2.8	nt	22	88
Nc1nnnn1/N=C/c1ccc(O)cc1
→ -1	2.8	-16	0.3	5	-0.6	-14	2.2	nt	19	94
O=C(Nc1ccc(F)cc1F)N1CCN(CCc2ccccc2)CC1
→ 8	2.0	-18	-1.7	-9	-1.0	-5	3.7	9	-5	103
NC(=O)c1ccccc1NC(=O)Nc1ccc(F)c(Cl)c1
→ 17	3.0	256	-3.6	-1	4.3	0	0.8	6	-15	95
Cc1ccc(CSc2nnc(C)c(=O)n2N)cc1
→ 3	1.7	4	-0.6	-2	-1.0	-8	3.4	10	4	96
CC(=O)c1ccc(N2CCN(C(=O)c3cc(-c4ccc5c(c4)OCO5)nc4ccccc34)CC2)cc1
→ 5	-0.2	4	-1.1	-2	0.9	-2	-0.7	10	2	105
CCCCOC(=O)Cc1c(O)c2ccccc2[nH]c1=O
→ 12	4.3	-19	-2.6	3	0.8	-2	1.1	-2	8	95
CN(Cc1c(F)cccc1Cl)C(=O)c1ccc2ccccc2n1
→ 15	2.0	i	-2.8	2	0.6	-3	1.5	1	-1	119
O=C(CSc1nc2c(c(=O)n1-c1ccccc1)SCC2)N1CCOCC1
→ -2	0.2	120	0.4	-5	-1.1	12	1.4	-29	-11	94
Nc1cc[n+](CC(=O)c2ccc3c(c2)OCCO3)cc1
→ -8	0.8	17	1.1	-5	0.4	0	4.2	-7	9	100
O=C(COC(=O)c1ccc(O)cc1O)NC(=O)c1ccccc1
→ 0	nt	nt	0.0	-5	nt	-3	-0.1	-1	5	110
COc1ccc(NC(=O)c2cc3c(=O)n4ccccc4nc3n2C)c(OC)c1
→ 8	1.4	-29	-1.7	-3	-0.6	-5	2.6	nt	-4	110

Part of the list above in order of SMILES length, rising.
Value order: MOR-DOR inv ag	AddAB inh	SUMO Mot1 rescue	OPRM1-OPRD1 ag	Tat export inh	E coli growth	PKA-R1A activ	phage Ecoli inh	PfHsp90 set2	Arrestin-AP2 inh	Pemphigus Ab inh
CCCCOC(=O)Cc1c(O)c2ccccc2[nH]c1=O
→ 12	4.3	-19	-2.6	3	0.8	-2	1.1	-2	8	95
O=C(C[n+]1ccc(/C=N/O)cc1)NCc1ccccc1
→ -4	-0.1	3	0.9	-2	0.5	4	3.7	-10	34	111
COCCNC(=O)c1c[nH]c2ccc(S(=O)(=O)N(C)c3ccc(C)c(C)c3)cc2c1=O
→ 0	-1.4	-24	0.1	2	-1.6	-1	-0.7	16	15	101

Screening data deposited in PubChem BioAssay by several laboratories.
